aDG glyco act = increases alpha dystroglycan glycosylation; Pro5-aDG cells, alpha-DG glycosylation AlphaScreen (IIH6); 0% Pro5, 100% B10-LARGE cell signal; 0.22% of 360,000 active; activation, % at 10 µM;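 active means activation of at least 8% versus controls, or a plate z-score of at least 8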;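 further: Pro5 are CHO cells carrying HIG-tagged alpha-DG that lacks glycosylation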
PDI turbidity = PDI (human) enzyme inhibition | P07237 | PDI insulin aggregation turbidity, A650, 90 min | inhibition, % at 10 µM | 0.052% of 350,000 active;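 active means mean inhibition across replicates of 30% or more, whatever share of single replicates reach that level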;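 further: absorbance from insulin aggregation driven by PDI reduction with DTT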
Target sequence (P07237 whole entry, looked up): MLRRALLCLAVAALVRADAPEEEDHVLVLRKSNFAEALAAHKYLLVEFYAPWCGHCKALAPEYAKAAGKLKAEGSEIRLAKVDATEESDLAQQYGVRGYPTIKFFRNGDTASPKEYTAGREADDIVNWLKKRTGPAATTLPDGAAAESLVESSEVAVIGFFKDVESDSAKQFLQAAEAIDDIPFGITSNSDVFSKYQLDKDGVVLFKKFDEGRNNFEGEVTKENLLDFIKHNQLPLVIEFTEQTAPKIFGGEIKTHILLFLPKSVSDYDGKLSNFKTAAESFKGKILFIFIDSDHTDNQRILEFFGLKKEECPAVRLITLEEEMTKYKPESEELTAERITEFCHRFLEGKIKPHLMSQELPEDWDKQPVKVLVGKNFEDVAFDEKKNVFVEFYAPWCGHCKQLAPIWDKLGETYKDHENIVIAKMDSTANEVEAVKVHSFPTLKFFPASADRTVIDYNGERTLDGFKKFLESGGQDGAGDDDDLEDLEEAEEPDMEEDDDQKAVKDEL
m5-HT2A agonist = mouse HTR2A agonism via beta-arrestin recruitment; AID 624169; activation, % at 7.6 µM; P35363; CHO-K1 mHTR2A beta-arrestin complementation, luminescence; percent of 30 µM serotonin response; 0.66% of 360,000 active;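 active means activation above a run cutoff, the mean activation of all tested compounds plus 3 SD, cut at about 14% in these data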;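 further: 0% = plate median of compound wells and 100% = 30 µM serotonin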
Target sequence (P35363 whole entry, looked up): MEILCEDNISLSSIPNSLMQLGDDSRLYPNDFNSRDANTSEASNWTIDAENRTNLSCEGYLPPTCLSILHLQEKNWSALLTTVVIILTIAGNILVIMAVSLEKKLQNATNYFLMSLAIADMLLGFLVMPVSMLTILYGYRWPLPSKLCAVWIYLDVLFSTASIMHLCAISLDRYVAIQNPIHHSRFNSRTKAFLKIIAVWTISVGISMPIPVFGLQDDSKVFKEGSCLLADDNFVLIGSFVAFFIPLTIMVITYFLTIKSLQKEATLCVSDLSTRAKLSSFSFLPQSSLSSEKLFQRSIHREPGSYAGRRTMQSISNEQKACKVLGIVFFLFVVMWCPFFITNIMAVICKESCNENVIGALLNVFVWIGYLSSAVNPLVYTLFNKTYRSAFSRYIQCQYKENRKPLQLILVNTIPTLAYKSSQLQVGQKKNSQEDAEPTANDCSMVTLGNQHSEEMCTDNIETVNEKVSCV
N-glyco inh = N-linked glycosylation inhibition. D54 ERlucT glycosylation luciferase reporter, 24 h; percent of 100 nM tunicamycin response. reporter increase, % at 12.5 µM. 0.23% of 360,000 active. AID 588692;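 active means mean luciferase reporter signal, scaled so untreated is 0 and the glycosylation-blocking control 100, at or above a set limit in every replicate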;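 further: luciferase carries N-glycosylation sites so blocking glycosylation raises the light; 0% = median of neutral control wells and 100% = median of 100 nM tunicamycin wells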
Granule exo inh = lytic granule exocytosis inhibition | TALL-104 LAMP-1 surface exposure, flow cytometry; cells stimulated with thapsigargin and PMA | inhibition, % at 10 µM | 0.66% of 360,000 active;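 active means inhibition above about 55%, limit read from the data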
Vif imaging = HIV Vif inhibition | inhibition, % at 7.49 µM | AID 602346 | HEK293T cells, Vif self-association by quenched fluorescence, imaging, 24 h | 0.35% of 340,000 active; in the data active means inhibition above about 50%, passing the limit was not always enough; further: some results filed as inactive read as strong as hits
iPSC survival up = enhancers of human iPSC single-cell survival. 0.044% of 360,000 active. hiPSC single-cell survival, ATPlite luminescence; 100% = ROCK inhibitor wells, 0% = DMSO. survival enhancement, % at 20 µM; in the data active means survival enhancement above about 18%;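 further: cells exposed to compounds for 16 hours before the ATP read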
CaV13 ICDI inh = Primary screen for inhibitors of IQ motif and Ca2+-dependent inactivation inhibitor domain binding in CACNA1D, Förster resonance energy transfer in living cells, … | HEK cells, CFP/YFP FRET ICDI-IQ, plate reader, 10 min; percent FRET-ratio fall versus neutral wells | inhibition, % at 12.3 µM | 0.098% of 340,000 active | AID 743397;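 active means mean replicate inhibition of at least 30% and at least 1% of replicates passing that level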;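 further: 0% = median of the neutral control wells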
ABCB6 inh MLPCN = blocks the human ABCB6 transporter; 0.19% of 360,000 active; AID 602162; K562-ABCB6 porphyrin accumulation, flow cytometry, 1 h; stronger effect = lower value; Q9NP58; fluorescence ratio to DMSO, % at 10 µM;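 active means fluorescence ratio to DMSO below 75%, the collection mean minus 3 SD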;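 further: signal is porphyrin accumulated inside mitochondria; 100% equals median channel fluorescence of DMSO control wells; lower ratio means ABCB6 inhibition with less porphyrin fluorescence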
Cardio protect = protects H9c2 cardiomyocytes from peroxide injury | H2O2 injury protection, ATPLite, 2 h | protection from H2O2 cell death, % at 20 µM | 0.63% of 360,000 active | AID 588492;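 active means compounds giving at least 50% protection of heart cells from peroxide-induced death in the single-dose screen, raw or plate-pattern-corrected value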;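 further: 0% = DMSO wells with peroxide and 100% = DMSO wells without peroxide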
Starred values were filed as active, the others as inactive; . = not tested or not shown.

No.	structure	aDG glyco act	PDI turbidity	m5-HT2A agonist	N-glyco inh	Granule exo inh	Vif imaging	iPSC survival up	CaV13 ICDI inh	ABCB6 inh MLPCN	Cardio protect
1	CCc1ccc(CN2C(=O)CCC2(C)C(=O)NC2CCCC2)cc1 (configuration not stated)	0.5	-8	-2	2	-7	4	-3.8	-4	106	4
2	Cc1nc(-c2ccccc2)sc1C(=O)CSc1ccc(F)cc1	0.5	3	-5	0	0	.	-1.5	-7	98	-6
3	Cc1ccc2ccccc2c1C(O)c1ncc(-c2ccccc2)[nH]1 (configuration not stated)	0.2	10	3	1	-3	.	-0.2	-8	101	-7
4	CC(=O)N1CCOc2ccc(S(=O)(=O)N3CCC(C(=O)Nc4ccc(C)c(C)c4)CC3)cc21	-0.2	2	-8	-3	-2	-6	0.0	-5	103	2
5	CCOC(=O)c1[nH]c(C)c(/C(O)=C2\C(=O)C(=O)N(CCN3CCOCC3)C2c2ccco2)c1C (configuration not stated)	-0.3	20	2	2	-2	0	2.9	-7	102	1
6	Cc1ccc(NC(=O)CN2CCc3ccccc3C2)cc1	0.0	-2	-2	1	2	-8	-1.9	-3	100	-3
7	Cn1ccc2c(N3CCCCC3)cc3c(c21)C1CCC3O1 (configuration not stated)	-0.1	.	-2	2	-3	.	-1.2	.	103	0
8	O=C(Nc1ccc(N2CCCCC2)cc1)c1cc([N+](=O)[O-])cc([N+](=O)[O-])c1	-0.5	5	-3	3	-2	-1	-1.9	1	103	-3
9	C=CCNc1nc2c(c(=O)n(C)c(=O)n2C)n1CC	-0.2	-6	10	1	0	4	-0.7	-7	102	5
10	COc1ccc(S(=O)(=O)CCC(=O)Nc2c(C)cccc2C)cc1	-0.1	-2	-5	0	1	11	-0.1	-20	102	3
11	CCN(CC)S(=O)(=O)c1ccc(NC2CCN(Cc3ccccc3)CC2)nc1	-0.1	4	-8	-2	-6	-2	-0.4	-2	104	-2
12	COc1ccc(C(=O)NC(C(=O)NCC2CCCO2)C(C)C)cc1 (configuration not stated)	0.0	6	0	2	2	0	-0.5	-2	99	1
13	O=C(/C=C/c1ccco1)Nc1ccccc1N1CCOCC1	-0.2	2	1	2	-3	-4	-1.8	-5	99	7
14	CCOC(=O)c1c(C)[nH]c(C(=O)C(C)OC(=O)c2cccc(OCc3c(C)noc3C)c2)c1C (configuration not stated)	3.8	-3	-1	0	0	-16	4.8	-1	97	-33
15	CC(=O)Nc1ccc2c(c1)C(N1CC3CCC(CC3)C1)c1ccccc1-2 (configuration not stated)	0.0	0	-1	-3	-6	-24	5.4	-3	97	-5
16	CN(C)C(=O)OCC1COc2ccccc2O1 (configuration not stated)	-0.1	2	-5	2	1	-1	-0.7	-9	85	16
17	CC1(C(=O)NCc2ccccc2)CSCC(=O)N1CC(F)(F)F (configuration not stated)	-0.1	.	-3	.	-4	.	.	-6	.	.
18	O=[n+]1c2c(n([O-])c3cc(Br)ccc31)CCCC2	-0.1	0	-2	4	0	-1	1.7	-4	96	0
19	O=C(CN1C(=O)NC(CCc2ccccc2)C1=O)Nc1ccc(F)c(F)c1F (configuration not stated)	0.1	6	11	1	-2	2	-0.2	-3	90	1
20	O=C(CSc1ccc(-c2ccccn2)nn1)Nc1nccs1	0.4	0	3	1	1	-8	-0.5	-2	93	43
21	COc1ccc(NCc2ccsc2)cc1	-0.2	3	-1	-1	1	-1	-0.2	-4	91	9
22	O=[N+]([O-])c1ccc(N/N=C\c2ccccc2OCc2ccccc2)cc1	-0.1	0	-4	-5	-7	8	3.4	-150	122	-4
23	c1ccc(-c2nnc(-c3ccccc3)c(-c3c[nH]c4ccccc34)n2)cc1	-0.3	-11	8	-2	11	.	0.7	-3	170	-8
24	Cc1ccc(C2c3sc(=O)[nH]c3SC3C4CC(C5C(=O)N(C(C)C(=O)O)C(=O)C45)C23)cc1 (configuration not stated)	0.3	1	5	-4	0	-1	-0.8	-5	92	5
25	Cc1nn(Cc2ccccc2)c2c1C(c1ccco1)C(C#N)=C(N)O2 (configuration not stated)	0.0	8	2	0	1	3	-0.9	.	91	1
26	O=C1C(Cc2ccccc2)C(c2ccccc2)N1c1ccccc1 (configuration not stated)	0.0	-5	2	-5	18	17	-4.6	.	102	-8
27	O=C1C[C@H](NC(=O)OCc2ccccc2)CO1	-0.1	3	0	2	-2	0	-0.2	-4	97	-4
28	CC(C)NC(=O)COC(=O)c1ccc(Cl)c(S(=O)(=O)N2CCCC2)c1	0.0	-2	2	2	0	3	-0.7	.	92	9
29	COC(=O)[C@]1(C)N[C@H](CN(C)S(=O)(=O)c2ccc(C(C)(C)C)cc2)[C@@H]2C(=O)N(C)C(=O)[C@@H]21	0.2	3	.	-2	-1	-7	1.3	-3	104	1
30	O=C(Oc1ccccc1C(=O)Nc1ccccc1)c1ccc(Br)c([N+](=O)[O-])c1	0.7	9	0	0	3	-1	-3.6	2	98	-6
31	COCC(=O)Nc1ccccc1NC(C)=O	0.0	0	5	-2	1	6	-0.5	-3	92	2
32	Cc1ccc(C)c(OCCCCn2cnc3ccccc3c2=O)c1	0.4	-3	-4	3	0	-6	2.7	-7	103	-3
33	COc1ccc(OCC(O)CN(C)C(=O)C(C)Oc2ccccc2)cc1 (configuration not stated)	0.1	-6	3	-1	-3	7	-0.1	-21	94	-3
34	COc1ccc(OCC(=O)N2CCN(c3nnc(-c4ccc(C)cc4)c4ccccc34)CC2)cc1	1.1	-5	3	-3	-2	-1	-0.2	-4	102	0
35	O=C(NC1CCCCC1)C1c2ccccc2OCC(=O)N1CC(F)(F)F (configuration not stated)	-0.1	.	-3	.	-3	.	0.7	-6	99	.
36	Cc1c(/C(O)=C2\C(=O)C(=O)N(CCN(C)C)C2c2ccccc2)cnn1-c1ccccc1 (configuration not stated)	-0.1	15	0	-5	0	5	0.6	12	98	1
37	O=c1cc(CO)oc(C(Nc2ccccn2)c2ccc(F)cc2)c1O (configuration not stated)	-0.1	-2	2	0	0	7	1.0	-7	103	15
38	N#Cc1ccccc1N=C1CCCN1Cc1ccccc1	0.1	-1	0	0	-1	2	-2.5	.	92	9
39	CN(Cc1ccccc1)Cc1nc2c(c(=O)n(C)c(=O)n2C)n1Cc1ccccc1Cl	0.1	-1	2	1	10	-12	-0.1	-4	96	12
40	COCCCn1c(C)nnc1SCc1ccc(C(C)(C)C)cc1	0.7	8	2	1	0	5	-0.1	-2	99	-4
41	Cc1ccccc1-c1nn(-c2ccc(F)cc2F)cc1CNCCN(C)C	0.0	1	-1	-3	3	1	-0.6	4	96	10
42	COc1ccc(C(=O)OCC(=O)N2c3ccccc3CC2C)cc1S(=O)(=O)N1CCOCC1 (configuration not stated)	-0.4	-21	-5	0	-8	0	-2.9	-9	93	7
43	CCOC(=O)C1C(=O)NC(N2CCN(Cc3ccccc3)CC2)=NC1c1ccccc1 (configuration not stated)	-0.2	7	0	1	-3	5	-2.5	-7	91	12
44	Cc1cc(C)c(S(=O)(=O)N(C)CC(=O)NCCCn2ccnc2)c(C)c1	0.0	-5	-2	-2	-6	8	0.4	-2	102	4
45	Cn1ccsc1=NC(=O)c1cccc(C#N)c1	-0.1	2	7	3	-5	-10	-0.8	-3	101	1
46	COC(=O)c1sccc1NC(=S)Nc1ccccc1	0.0	2	3	3	-1	.	4.7	-6	93	3
47	CNc1nc(Oc2ccc(C(=O)OC)cc2)nc(SC)n1	0.5	4	-3	2	0	-1	0.4	-8	94	8
48	O=C(CNC(=O)OCc1ccccc1)NCC(=O)N1CCCC1C(=O)OCc1ccccc1 (configuration not stated)	0.1	-7	0	2	0	0	0.4	.	97	15
49	CCc1ccc(Nc2nnc(SCC(=O)NCCN3C(=O)CSC3=O)s2)cc1	0.5	-2	-5	-1	-14	-3	-3.4	-3	103	-27
50	O=C1c2ccc([N+](=O)[O-])cc2C(=O)N1c1c[nH]c(=O)[nH]c1=O	0.3	0	8	1	0	5	0.1	11	93	2

Some of the entries so far, with each value named:
[50] O=C1c2ccc([N+](=O)[O-])cc2C(=O)N1c1c[nH]c(=O)[nH]c1=O
- aDG glyco act = 0.3
- PDI turbidity = 0
- m5-HT2A agonist = 8
- N-glyco inh = 1
- Granule exo inh = 0
- Vif imaging = 5
- iPSC survival up = 0.1
- CaV13 ICDI inh = 11
- ABCB6 inh MLPCN = 93
- Cardio protect = 2

[3] Cc1ccc2ccccc2c1C(O)c1ncc(-c2ccccc2)[nH]1 (configuration not stated)
- aDG glyco act = 0.2
- PDI turbidity = 10
- m5-HT2A agonist = 3
- N-glyco inh = 1
- Granule exo inh = -3
- Vif imaging = .
- iPSC survival up = -0.2
- CaV13 ICDI inh = -8
- ABCB6 inh MLPCN = 101
- Cardio protect = -7

[27] O=C1C[C@H](NC(=O)OCc2ccccc2)CO1
- aDG glyco act = -0.1
- PDI turbidity = 3
- m5-HT2A agonist = 0
- N-glyco inh = 2
- Granule exo inh = -2
- Vif imaging = 0
- iPSC survival up = -0.2
- CaV13 ICDI inh = -4
- ABCB6 inh MLPCN = 97
- Cardio protect = -4

Continued.
No.	structure	aDG glyco act	PDI turbidity	m5-HT2A agonist	N-glyco inh	Granule exo inh	Vif imaging	iPSC survival up	CaV13 ICDI inh	ABCB6 inh MLPCN	Cardio protect
51	CC(C)N(CC#CC(O)(c1ccccc1)c1ccccc1)C(C)C	-0.1	3	-9	-2	-8	28	-0.3	-4	101	3
52	CS(=O)(=O)N(CCc1ccccc1)CC(=O)N1CCc2ccccc2C1	0.0	-1	-2	0	-3	-9	1.5	-3	95	-8
53	Cn1nnc(NC(=S)NC(=O)Cc2ccccc2)n1	-0.2	-1	-2	0	-2	-8	-0.4	-6	100	-5
54	COc1ccc(-c2c(C)nn3c(NC4CCCC4)cc(C)nc23)cc1OC	0.8	-3	-4	2	6	7	-0.3	-19	95	0
55	COc1ccc(/C=C/C(=O)NCC2COc3ccccc3O2)cc1OC (configuration not stated)	0.5	4	1	2	-11	5	-1.4	-4	97	6
56	CC(=O)N1c2ccc(S(=O)(=O)N3c4ccccc4CC3C)cc2CC1C (configuration not stated)	-0.1	5	-3	0	5	22	1.6	-14	96	-2

High-throughput results from PubChem.
